Source: PubChem (several laboratories)
Arrestin-AP2 inh = inhibitors of beta-arrestin/AP2 binding, primary screen, biochemical, GPCR trafficking, flow cytometry; 0.31% of 340,000 active; inhibition, % at 10 µM; beta-arrestin 1 C-terminal peptide binding to AP2 beta2-adaptin appendage (human); FITC-arrestin peptide / GST-AP2 beads; AP2 beta2 appendage carries R879A mutation;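 active = inhibition above a set limit, near 3 SD of compounds lacking own fluorescence, cut at about 54% in these data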;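 also: plate controls were DMSO wells for no effect and 5 µM unlabelled arrestin peptide for full effect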
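Measured by: flow cytometry, FL1 (488/535 nm); Material: AP2 appendage R879A on GSH beads; Evaluation: percent response; Timing: pre-incubation 12 min, peptide binding 1 h, room temperature; Also added: 50 nM FITC-arrestin peptide; Medium: PBS with 0.05% Tween 20 and 0.1% BSA.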
DSG3 Ab inh = inhibitors of pemphigus antibody binding to DSG3, primary screen, biochemical, bead-based, flow cytometry, scFv-GFP; Desmoglein-3 (Homo sapiens), P32926; DSG3-coupled beads, scFv-anti-DSG3-GFP binding; hits give low values; binding (percent of control), % at 10 µM; 0.48% of 310,000 active; AID 588358, 2011;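 active = binding more than 3 SD below its plate's average and above zero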;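 also: hits lower antibody fragment binding to DSG3; some compounds called inactive have numbers as strong as hits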
Target sequence (P32926 whole entry, looked up, the tested form may be a part): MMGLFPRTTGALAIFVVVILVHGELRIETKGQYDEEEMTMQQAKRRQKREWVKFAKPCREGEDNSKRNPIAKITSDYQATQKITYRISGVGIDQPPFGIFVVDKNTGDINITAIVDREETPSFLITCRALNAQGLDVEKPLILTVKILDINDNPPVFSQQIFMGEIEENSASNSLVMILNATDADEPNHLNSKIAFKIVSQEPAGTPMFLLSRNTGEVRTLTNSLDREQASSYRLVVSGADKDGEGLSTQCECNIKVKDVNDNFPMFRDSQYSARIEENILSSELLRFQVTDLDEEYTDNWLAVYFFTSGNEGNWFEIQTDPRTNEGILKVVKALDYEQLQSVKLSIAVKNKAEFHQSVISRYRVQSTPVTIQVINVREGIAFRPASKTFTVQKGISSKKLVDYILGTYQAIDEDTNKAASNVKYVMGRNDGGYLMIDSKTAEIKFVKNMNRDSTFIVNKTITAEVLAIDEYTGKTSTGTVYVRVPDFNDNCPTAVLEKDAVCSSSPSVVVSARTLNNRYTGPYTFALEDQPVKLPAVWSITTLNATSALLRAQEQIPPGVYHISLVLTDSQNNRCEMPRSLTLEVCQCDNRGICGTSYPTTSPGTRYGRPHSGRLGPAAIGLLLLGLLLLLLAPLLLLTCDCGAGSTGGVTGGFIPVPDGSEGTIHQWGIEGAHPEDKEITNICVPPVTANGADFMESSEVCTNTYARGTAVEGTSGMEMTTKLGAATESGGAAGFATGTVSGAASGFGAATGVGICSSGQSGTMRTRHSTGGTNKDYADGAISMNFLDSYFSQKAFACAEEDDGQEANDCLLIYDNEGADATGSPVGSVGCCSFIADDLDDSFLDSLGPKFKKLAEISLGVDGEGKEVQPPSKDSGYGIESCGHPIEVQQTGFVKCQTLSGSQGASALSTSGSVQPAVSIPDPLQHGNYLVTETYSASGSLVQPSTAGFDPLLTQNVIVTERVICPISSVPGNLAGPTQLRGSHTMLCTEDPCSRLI
Wnt act = Wnt/beta-catenin pathway activators, primary screen, cell-based, plate reader, single point; 1.2% of 300,000 active; activation, % at 9.35 µM; AID 743398, 2014; Wnt/beta-catenin reporter cell assay, activator; in the data active = activation above about 30%, passing the limit was not always enough;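 also: 0% = neutral control wells and 100% = positive control wells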
C-LANA FP = inhibitors of KSHV C-LANA binding to DNA, primary screen, biochemical, fluorescence polarization, FAM-LBS DNA, MBP-C-LANA, single point; Kaposi's sarcoma herpesvirus LANA C-terminal domain (residues 932-1162) DNA binding; AID 504423, 2011; 0.078% of 340,000 active; inhibition, % at 9 µM;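 active = highest replicate inhibition at or above 60% at 9 µM, even if other replicates fall short; inactive = all replicates below 60% inhibition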;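 also: 0% = neutral control wells and 100% = 4 µM acridine orange control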
RTF Ca sens inh = cardiac RTF calcium sensitivity inhibitors, primary screen, biochemical, IANBD-TnC fluorescence, EC70 calcium; inhibition, % at 7.15 µM; 0.12% of 340,000 active; AID 493244, 2011; IANBD-labeled cardiac RTF, Ca2+ fluorescence; Troponin I, cardiac muscle (Homo sapiens) + Troponin T, cardiac muscle (Homo sapiens) + …;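 active = inhibition above the mean inhibition of all tested compounds plus 3 SD, cut at about 17% in these data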;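 also: assay run at fixed EC70 calcium of 1.6 mM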
MOR-DOR inv ag = inverse agonists of MOR-DOR heterodimerization, primary screen, cell-based, luminescence | 0.21% of 340,000 active | cell-based MOR-DOR heterodimer luminescence, inverse agonism | inhibition, % at 9.3 µM; in the data active = inhibition above about 22%, passing the limit was not always enough;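 also: 0% = cells with DMSO and 100% = wells without cells with DMSO; values of inactives mirror those of a sister screen read the other way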
Keap1-Nrf2 PPI = Keap1-Nrf2 protein-protein interaction inhibitors, primary screen, biochemical, fluorescence polarization, single point | AID 504523, 2011 | 0.15% of 340,000 active | inhibition, % at 9.4 µM | Keap1 Kelch-Nrf2 peptide fluorescence polarization, 1536-well | Kelch-like ECH-associated protein 1 (Homo sapiens), Q14145; in the data active = inhibition above about 12%;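 also: human Keap1 Kelch domain with fluorescein labeled Nrf2 9mer peptide probe; 0% = neutral control wells and 100% = peptide positive control; higher means more block of Keap1 binding to Nrf2 peptide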
OPRM1-OPRD1 ag = agonists of OPRM1-OPRD1 heterodimerization, primary screen, cell-based, luminescence; cells; 0.3% of 340,000 active; Mu-type opioid receptor (Homo sapiens) + Delta-type opioid receptor (Homo sapiens), …; activation, % at 9.3 µM; in the data active = activation above about 18%;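 also: 0% = vehicle-treated cells and 100% = reference agonist; values of inactives mirror those of a sister screen read the other way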
RTF Ca sens act = cardiac RTF calcium sensitivity activators, primary screen, biochemical, IANBD-TnC fluorescence, EC20 calcium | Troponin I, cardiac muscle (Homo sapiens) + Troponin T, cardiac muscle (Homo sapiens) + … | IANBD-labeled TnC RTF fluorescence at EC20 calcium; 0% EC20 calcium, 100% full calcium | activation, % at 7.2 µM | 0.24% of 340,000 active | AID 493008, 2010;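 active = activation above the mean over all tested compounds plus 3 SD, cut at about 30% in these data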;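 also: rise in fluorescence read as greater calcium sensitivity of cardiac thin filaments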
V-ATPase pHluor = regulators of yeast V-ATPase proton pumping, primary screen, pHLuorin cytosolic pH fluorescence; S. cerevisiae; response, % at 10 µM; 0.37% of 350,000 active; AID 504577, 2011; in the data active = response mostly above about 7.3%, no sharp cut-off; inactive = mostly below about 5.4%; also: actives read high; inactives centre near 0; some compounds called inactive have numbers as strong as hits; reference of the scale not given here
Active calls of the source: *; nt = not tested or not shown.

SMILES	Arrestin-AP2 inh	DSG3 Ab inh	Wnt act	C-LANA FP	RTF Ca sens inh	MOR-DOR inv ag	Keap1-Nrf2 PPI	OPRM1-OPRD1 ag	RTF Ca sens act	V-ATPase pHluor
CC(=O)c1c(C(C)=O)c(C)n(-c2ccc(C)c(NC(=O)c3ccccc3Cl)c2)c1C	16	128	-2	-1.4	-2	6	-1	-1.1	0	-1
COc1ccc(C=O)cc1COc1ccc(Cl)cc1[N+](=O)[O-]	5	98	nt	0.0	-2	-47	0	9.3	-1	-2
Cc1cc(NC(=O)COC(=O)c2ccc(OC(F)(F)F)cc2)no1	-14	nt	6	1.4	-8	1	5	-0.1	-3	-2
COc1ccccc1NC(=S)NCCc1ccccc1	3	nt	nt	0.4	-5	7	-2	-1.6	2	5
CCOC(=O)CSc1nnc(CNC(=O)c2ccc(OC)cc2)n1C1CCCCC1	3	nt	-6	-0.6	-5	1	4	-0.1	3	-2
Cc1ccc2nc(SCc3cn4cccnc4n3)[nH]c2c1	3	92	nt	-0.1	-13	3	-3	-0.6	1	3
O=C(CSc1nc2ccccc2c(=O)n1-c1ccc(OC(F)F)cc1)NC1CC1	17	98	-1	-1.3	2	12	-2	-3.1	1	1
O=C(NCc1ccc(Cl)cc1)C(=O)NCC1CCCN1S(=O)(=O)c1cccs1 (centres undefined)	-4	108	-5	1.1	-15	7	0	-1.3	-2	2
COc1ccc(C2/C(=C(\O)c3ccc4c(c3)OCCO4)C(=O)C(=O)N2c2nc(C)c(C(C)=O)s2)cc1 (centres undefined)	29	110	2	0.5	-5	4	-1	-0.7	-10	5
COc1ccc(C2=NOC(C(=O)NCc3ccccn3)C2)cc1OC (centres undefined)	26	nt	nt	0.2	3	5	3	-0.9	4	-1
Cc1ccc(N(CC(=O)NCc2ccco2)C(=O)CCC(=O)Nc2ccccn2)c(C)c1	7	nt	1	0.4	-2	11	-4	-1.7	-6	1
NC(=O)C1(C(=O)O)OC1(c1ccc(Cl)cc1)c1ccccc1Cl (centres undefined)	40	93	-2	0.1	2	5	3	-1.2	12	4
Cc1ccc(NC(=O)c2ccco2)c(NC(=O)c2ccccc2C)c1	0	94	2	0.6	-5	-5	-2	0.6	4	1
Cc1ccc(NC(=O)/C(C#N)=C/c2ccc(C)s2)c(C)c1	0	128	nt	13	-21	-41	7	6.9	28	-1
CCN1C(=O)[C@@H]2[C@@H](c3ccc(-c4ccc(C(C)=O)cc4)cc3)N3CCCC[C@@]3(C(=O)OC)[C@@H]2C1=O	-2	96	-4	-0.4	-6	-1	-2	0.2	6	1
FC(F)(F)c1cc(C(F)(F)F)c2ccc(Oc3ccccc3)nc2n1	5	102	nt	7.4	-5	-7	-1	1.4	1	0
Cc1cc(=O)oc2cc(NC(=O)CCCC(=O)O)ccc12	0	102	nt	-2.0	-6	10	3	-1.8	0	-2
CCCn1nc(-c2nnc(-c3ccc(C)c(C)c3)o2)c2ccccc2c1=O	26	nt	nt	-1.1	-6	17	2	-3.2	0	4
COc1cc(NC(=O)c2cc3nc(-c4ccccc4)cc(-c4ccccc4)n3n2)cc(OC)c1OC	-25	104	nt	1.2	-6	9	0	-1.6	-4	0
Fc1cc(Br)ccc1NC(=S)Nc1cccnc1	10	105	11	1.9	6	6	-3	-1.1	5	3
CCOc1ccccc1CNC(=O)c1cc2oc3ccccc3c2n1C	15	118	-4	-2.0	6	4	1	-0.7	2	1
Cc1cn([C@H]2C[C@H](O)[C@@H](CCC(=O)NCCc3cnc[nH]3)O2)c(=O)[nH]c1=O	-8	105	-3	1.9	-13	10	-3	-2.1	1	1
CNC(=O)Nc1ccccc1F	30	98	0	-1.1	-5	3	3	-0.6	-4	-11
CCOC(=O)N1CCN(C(=O)c2cc(C)c3c(C)nn(-c4ccccc4)c3n2)CC1	2	105	nt	5.5	-8	4	-9	-0.8	8	0
Cc1cc(C)n(CC(C)(O)c2ccccc2)n1 (centres undefined)	32	94	-2	-0.1	-11	17	2	-3.0	1	-2
CN(C(=O)COC(=O)CNC(=O)C12CC3CC(CC(C3)C1)C2)c1ccccc1	-7	113	2	0.9	5	9	-7	-1.7	-2	0
COC(=O)Cn1c(O)c(N=NC(=O)OC)c2ccccc21	3	86	-3	-0.8	-14	6	-6	-1.2	0	1
Cc1ccc(-n2ccc(-c3nn(-c4ccccc4)ccc3=O)n2)cc1	15	102	-11	0.8	3	8	-1	-1.5	-1	-1
COC(=O)C1=C(C(=O)OC)C2(OC1c1cccc(F)c1)C(=O)c1ccccc1C2=O (centres undefined)	31	105	3	-1.2	-4	-2	-3	0.4	4	-1
COc1ccccc1CCNC(=O)c1cc(C2CC2)nc2c1cnn2C(C)C	-5	107	-3	-0.6	-8	-2	-1	0.2	-8	-2
O=C(CSc1ncccn1)N1CCCC1	20	111	5	-1.5	3	10	1	-1.8	4	0
COC(=O)C(C)Sc1nc2c(cnn2-c2ccc(C)cc2)c(=O)[nH]1 (centres undefined)	8	nt	nt	-0.5	-2	2	5	-0.3	-7	21
COc1ccccc1CCC(=O)Nc1ccc2c(c1)CN(Cc1ccc(CO)o1)CC2	35	nt	-1	1.3	-3	7	-2	-1.3	-1	-5
COCCNC(=O)C(c1ccc(C)o1)N(C(=O)Cn1nnc2ccccc21)c1ccccc1 (centres undefined)	3	183	-3	1.5	12	2	4	-0.3	-4	-2
COc1ccc(C(=O)N/C(=C\c2cn(C)c3ccccc23)C(=O)N2CCN(C)CC2)cc1OC	30	nt	-2	1.8	-1	17	0	-3.3	-3	-3
Cc1cc(C)n(/N=C/c2cccc([N+](=O)[O-])c2)c(=O)c1	8	nt	0	0.2	-1	-3	-1	0.6	5	8
Cc1ccnn1CC(=O)N/N=C/c1cn[nH]c1-c1ccccc1	-5	107	2	1.9	-4	20	-1	-4.1	7	-1
Cc1cc2oc(=O)cc(-c3ccccc3)c2c(C)c1-c1ccc(OC(F)(F)F)cc1	1	101	-2	0.1	-2	13	-2	-2.5	-7	0
O=C(CC(=O)N/N=C/c1ccc(O)cc1)N/N=C/c1ccc(O)cc1	-13	93	1	-1.3	-19	-1	-2	0.2	0	0
COc1ccc(OC)c2sc(NC(=O)C(C)C)nc12	3	102	0	0.4	-5	9	5	-1.6	-2	2
O=S(=O)(Nc1cccc(-c2ccc3nncn3n2)c1)c1ccc(Cl)s1	18	86	-4	-0.9	7	7	-2	-1.1	-5	-1
N#Cc1cc([N+](=O)[O-])cnc1Nc1ccccc1	12	98	4	0.9	2	8	-6	-1.2	-3	0
CN(Cc1ccccc1)C(=O)c1ccc(NC(=O)Cc2cccc(NC(=O)C3CCN(C(=O)C4CC4)CC3)c2)cc1	20	104	-4	0.3	0	4	2	-0.7	-3	2
CC(C)c1ccccc1OCC(=O)Nc1cc(S(=O)(=O)N2CCOCC2)ccc1N1CCCC1	33	97	0	-2.9	2	-14	2	2.1	-24	-2
O=C(NCC1(c2ccccc2)CCOCC1)c1cccs1	8	117	-1	-0.3	-3	15	-4	-3.0	-1	1
CS(C)(=O)=NS(=O)(=O)c1ccc(Cl)cc1	43	nt	0	-0.3	-7	4	4	-0.6	0	-4
Cc1ccc(S(=O)(=O)N(C)C)cc1NC(=O)COC(=O)CCC(=O)c1cccs1	-36	113	-1	-2.2	-4	7	7	-1.4	6	-3
COc1ccc(NS(=O)(=O)c2cc(NC(=O)COc3ccccc3)ccc2N2CCOCC2)cc1	-2	98	-2	0.8	-2	12	-2	-2.7	-6	-2
O=C(CSc1ncnc2c1nnn2Cc1ccccc1)NC1CCCC1	-1	104	3	0.4	-9	6	-2	-1.1	1	0
CC(OC(=O)/C=C/c1ccc2ccccc2n1)C(=O)N(C)c1ccccc1 (centres undefined)	25	nt	-26	-2.0	-2	7	0	-1.7	-2	1
COc1ccc(OCC(=O)NCCCNC(=O)COc2ccc(OC)cc2)cc1	-3	97	3	-1.4	-6	-2	-2	0.3	-1	1
CSc1nnc2ccc(-c3cccs3)nn12	38	85	3	-0.9	3	12	2	-2.3	-5	-1
N#CCC(=O)N/N=C/c1coc2ccccc2c1=O	5	108	1	5.7	-2	10	1	-2.0	-3	0
O=C(O)c1nccnc1C(=O)Nc1ccc(Cl)cc1Cl	25	109	0	-0.6	6	22	-1	-4.6	0	-1
Cc1ccc(NC(=O)c2cc([N+](=O)[O-])ccc2NCc2cccnc2)cc1	-5	104	4	-0.4	-15	10	-1	-2.0	-2	-3
CCn1c(NC(=O)c2ccc(COc3ccc(C)cc3[N+](=O)[O-])o2)nc2ccccc21	-4	105	-2	-0.3	-6	-4	-6	0.8	-4	-3
O=C(COc1ccc([N+](=O)[O-])cc1)Nc1ccccc1N1CCCC1	7	102	nt	0.2	-7	-4	-2	0.8	-4	0
CCCc1cc(=O)n2[nH]c(NCc3ccc(Cl)cc3Cl)nc2n1	5	nt	-2	-1.6	2	9	7	-1.6	-3	2
CCOC(=O)N1CCC(N(C(=O)Nc2ccc(Cl)c(Cl)c2)C(C)CC)CC1 (centres undefined)	13	102	nt	0.6	-9	-18	-3	3.1	1	-3
Cc1cc(C)c(C(=O)CSc2nc3ccccc3c(=O)[nH]2)cc1C	1	100	0	1.0	8	15	-2	-2.9	-4	-3
Additional compounds
SMILES	Arrestin-AP2 inh	DSG3 Ab inh	Wnt act	C-LANA FP	RTF Ca sens inh	MOR-DOR inv ag	Keap1-Nrf2 PPI	OPRM1-OPRD1 ag	RTF Ca sens act	V-ATPase pHluor
NC(=O)[C@H]1CC2(CC(c3cccc(NC(=O)COc4ccc(Cl)cc4)c3)=NO2)CN1C(=O)c1ccccc1C(=O)c1ccccc1 (some centres undefined)	20	95	-1	2.4	-13	4	-1	-0.7	0	14
O=C(NCCCN1CCCC1)c1ccc(CS(=O)(=O)c2c(Cl)cccc2Cl)o1	38	103	-1	-0.5	4	8	2	-1.6	-4	-1
Cc1nc(-c2cc(C#N)c(Sc3ccc(Cl)cc3Cl)nc2C)cs1	-6	119	-2	1.8	-5	5	-4	-1.0	3	-3
Cc1cc(C)cc(C(=O)NCC(=O)NCCc2c[nH]c3ccccc23)c1	17	104	-1	-0.5	-9	15	1	-2.3	-3	-2
